# VLA-4 antagonist – blocks LDV-FITC ligand binding to Mn2+-activated human VLA-4 integrin | inhibition, % at 10 µM (by protocol) | 0.2% of 24,000 active | Jurkat cells, LDV-FITC binding with Mn2+, flow cytometry; 100% = Mn2+-driven binding gain fully reversed;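 active means inhibition above 50%; inconclusive means compound itself fluorescent, judged against control cell fluorescence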;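 further: 0% = Mn2+ stimulated cells lacking compound and 100% = ligand binding without Mn2+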
# Target sequence (P13612 whole entry, looked up): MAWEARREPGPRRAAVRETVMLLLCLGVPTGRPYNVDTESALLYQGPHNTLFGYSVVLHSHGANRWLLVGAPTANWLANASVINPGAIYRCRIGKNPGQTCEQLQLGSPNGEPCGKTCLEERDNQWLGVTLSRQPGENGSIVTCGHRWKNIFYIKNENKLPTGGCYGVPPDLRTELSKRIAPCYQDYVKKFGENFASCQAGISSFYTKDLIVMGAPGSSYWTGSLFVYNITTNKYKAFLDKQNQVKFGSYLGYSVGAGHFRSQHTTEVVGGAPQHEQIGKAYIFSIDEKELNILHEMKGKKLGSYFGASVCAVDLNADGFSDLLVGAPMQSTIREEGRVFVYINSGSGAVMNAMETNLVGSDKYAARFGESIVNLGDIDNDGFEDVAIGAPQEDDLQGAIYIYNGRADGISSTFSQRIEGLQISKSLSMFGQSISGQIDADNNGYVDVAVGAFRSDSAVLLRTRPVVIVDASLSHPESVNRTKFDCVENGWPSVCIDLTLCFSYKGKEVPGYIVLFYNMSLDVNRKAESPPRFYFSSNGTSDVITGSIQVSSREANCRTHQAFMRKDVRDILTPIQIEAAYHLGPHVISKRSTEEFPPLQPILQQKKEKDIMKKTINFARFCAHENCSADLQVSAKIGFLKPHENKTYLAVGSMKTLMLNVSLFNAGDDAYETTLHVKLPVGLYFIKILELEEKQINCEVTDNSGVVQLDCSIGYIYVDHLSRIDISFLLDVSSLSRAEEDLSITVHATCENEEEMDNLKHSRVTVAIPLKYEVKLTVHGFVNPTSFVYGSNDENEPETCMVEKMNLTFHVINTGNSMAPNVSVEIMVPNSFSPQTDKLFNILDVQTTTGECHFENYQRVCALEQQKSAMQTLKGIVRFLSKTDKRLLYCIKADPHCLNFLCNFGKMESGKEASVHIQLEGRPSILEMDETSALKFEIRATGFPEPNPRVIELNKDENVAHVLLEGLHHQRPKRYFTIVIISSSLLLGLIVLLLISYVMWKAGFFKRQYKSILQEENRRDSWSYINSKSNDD
# Jurkat autofluor – autofluorescence counter-screen for VLA-4 integrin assays; Jurkat cells, compound autofluorescence, flow cytometry; stronger effect = higher value; 1 = vehicle-only cell background; fluorescence ratio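 (tested at 10 µM compound in the well)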; 0.61% of 24,000 active;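 active means fluorescence ratio above 2.44, which is 1 plus 3 SD of all ratios; inconclusive means signal too bright to measure linearly, ratio around 10 or more; inactive means fluorescence ratio below 2.44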;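 further: green fluorescence of cells measured with 488 nm excitation and 530 nm emission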
# VLA-4 agonist – allosterically activates the human VLA-4 integrin; AID 528; 24,000 tested, under 10 active; Jurkat cells, LDV-FITC binding, flow cytometry; P13612; activation, % at 10 µM (by protocol);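 active means fluorescent ligand binding to cells raised by more than 40% of the manganese-induced maximum; inconclusive means compound's own fluorescence above 85% of the ligand control signal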;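 further: 0% = ligand binding without compound and 100% = manganese-stimulated maximal binding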
# LNCaP diff act – activators of LNCaP prostate cell differentiation | flow cytometry side scatter, 4 d | side scatter shift, % at 10 µM | 0.56% of 24,000 active | AID 795;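 active means side scatter shift above 30%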;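 further: androgen-responsive LNCaP prostate cancer cells in charcoal-stripped serum medium; percent of cells past a gate set so DMSO wells show 10% shift; higher shift means more granular cells and more differentiation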
# * = called active by the depositor; ? = inconclusive; . = no result given. A portion of the library; the hit share may differ from the screen's.
SMILES,VLA-4 antagonist,Jurkat autofluor,VLA-4 agonist,LNCaP diff act
CCOC(=O)N1CCC(NC(=O)Cn2c3ccccc3c3cn[nH]c(=O)c32)CC1,-2,1.3,0,6
COc1ccc(NC(=O)CC2SC(=Nc3ccccc3)NC2=O)c(OC)c1 (configuration not stated),-8,1.1,3,4
CC(=O)C1C(c2ccc(F)c(F)c2)NC(=O)NC1(O)C(F)(F)F (configuration not stated),24,1,-4,15
O=C(Cn1cc2c(n1)CCCC2)NCCCN1CCN(c2ccccc2F)CC1,-2,0.93,7,4
CCc1noc(C)c1C(=O)N1CC(C)OC(C)C1 (configuration not stated),-12,0.99,2,3
O=C(Nc1ccccc1C(F)(F)F)N1CCC(N2CCCCC2)CC1,-10,1,0,7
Cc1ccc(CS(=O)(=O)Cc2ccc(C(=O)NCC3CCCO3)o2)cc1 (configuration not stated),6,1.1,1,2
CCC(C)NC(=O)C1c2cc(OC)c(OC)cc2C(=O)N(C)C1c1ccc(OC)cc1 (configuration not stated),-8,1,-3,11
O=C(Nc1ccc(-n2nncc2-c2ccco2)cc1)c1cccc(F)c1,?,1.2,?,6
CC(=O)c1cccc(NC(=O)Cn2cc3c(n2)CCCC3)c1,-7,1,3,5
O=C(CCc1nc2ccccc2[nH]1)Nc1ccc2c(c1)OCO2,-12,1.1,4,5
Cc1nnc(NC(=O)CSc2nnc(Cc3cccn3C)n2CCc2ccccc2)s1,4,1.1,-4,12
CCOC(=O)C1CCN(C(=O)CNS(=O)(=O)c2ccc(Br)s2)CC1,0,1.1,-1,8
O=C(O)CCC(=O)N1CCc2cc(S(=O)(=O)N3CC=C(c4ccccc4)CC3)ccc21,?,1.5,?,6
CCC(C)C(NC(=O)C1CCC(C)CC1)C(=O)NC(C(=O)OC)C(C)C (configuration not stated),-13,1,4,12
Cn1c(=O)cc(OCCCC(=O)NCc2ccco2)c2ccccc21,9,1,5,9
CC1Cc2nc(SCC(=O)N3CCc4ccccc43)n(C)c(=O)c2S1 (configuration not stated),14,1.1,-2,15
Nc1nnc(N2CCc3ccccc32)s1,?,1.1,?,8
Cc1ccc(C2CC(c3cccc(Br)c3)n3nc(N)nc3N2)cc1 (configuration not stated),14,0.97,3,13
COc1cccc(-c2nc(CS(=O)(=O)CC(=O)N3CCN(C)CC3)c(C)o2)c1,-4,1.1,0,2
Cc1ccc2nc(/C(C#N)=N/O)[nH]c2c1,?,2.4,?,6
O=C(C1CC1)N1CCN=C1SCc1cccc(F)c1,19,1,4,3
Cc1ccc(Nc2nc(C3CC3)cs2)cc1,?,1.4,?,14
N#CC1=C(SCC(=O)NC2CCCCC2)NC(=O)CC1c1ccco1 (configuration not stated),-12,1,-2,11
O=C(Cn1cnc2c(nnn2Cc2ccc(F)cc2)c1=O)NCc1ccco1,-2,1,3,13

# Just Jurkat autofluor, LNCaP diff act and VLA-4 antagonist, for some of the entries so far:
canonical_smiles	Jurkat autofluor	LNCaP diff act	VLA-4 antagonist
CCOC(=O)N1CCC(NC(=O)Cn2c3ccccc3c3cn[nH]c(=O)c32)CC1	1.3	6	-2
COc1ccc(NC(=O)CC2SC(=Nc3ccccc3)NC2=O)c(OC)c1 (configuration not stated)	1.1	4	-8

# The main list resumes with the four entries that preceded the break.
SMILES,VLA-4 antagonist,Jurkat autofluor,VLA-4 agonist,LNCaP diff act
O=C(C1CC1)N1CCN=C1SCc1cccc(F)c1,19,1,4,3
Cc1ccc(Nc2nc(C3CC3)cs2)cc1,?,1.4,?,14
N#CC1=C(SCC(=O)NC2CCCCC2)NC(=O)CC1c1ccco1 (configuration not stated),-12,1,-2,11
O=C(Cn1cnc2c(nnn2Cc2ccc(F)cc2)c1=O)NCc1ccco1,-2,1,3,13
Cc1ccc(-n2ncc3c(N4CCN(c5ccc(F)cc5)CC4)ncnc32)c(C)c1,-8,1.1,-2,7
CCN(CC)C(=O)Oc1ccc(NC(C)=O)cc1,-24,0.9,2,8
CCOc1ccccc1Oc1c(C)oc2cc(OC(=O)N3CCOCC3)ccc2c1=O,18,0.94,-3,3
Cc1cc2ncc(-c3ccc(Cl)cc3)c(N)n2n1,2,1,0,6
CCOC(=O)CCn1nc(-c2ccccc2)cc1N,-10,0.94,7,11
O=S(=O)(NCCNS(=O)(=O)c1cccs1)c1cccs1,4,1.1,6,4
CCN(C(=O)c1cccs1)c1nnc(-c2ccncc2)s1,16,1,-7,9
CCOC(=O)C1=C(C)Nc2nc(C)nn2C1c1ccc(OCC)c(OC)c1 (configuration not stated),?,1.1,?,15
OCCCc1nc2n(n1)C(c1ccccc1)C=C(c1ccc(F)cc1)N2 (configuration not stated),?,1.7,?,0
COc1ccccc1-c1nnc(NC(=O)c2ccc(S(=O)(=O)N(C)C)cc2)o1,?,5.1*,?,6
COc1cccc(-c2nc3n(n2)C(c2cccs2)C(C(=O)Nc2cccnc2)=C(C)N3)c1 (configuration not stated),-2,0.98,6,8
Cc1cc2ncn(C(=O)c3c(-c4ccccc4)noc3C)c2cc1C,-29,1.1,6,7
CCOC(=O)N1CCN(C(=O)CN2C(=O)CC(C)(C)S(=O)(=O)c3ccccc32)CC1,6,1.1,-4,3
COc1ccc(-n2nc(C(=O)N3CCC(C#N)CC3)c3c4ccccc4n(C)c3c2=O)cc1,13,0.96,-4,9
Cc1ccc(-c2nnc(N3CCN(C(=O)CN4C(=O)c5ccccc5C4=O)CC3)c3ccccc23)cc1,3,1.1,-4,14
Cn1c(=O)oc2cc(S(=O)(=O)NC3CCCCCCC3)ccc21,9,1,-2,14
c1ccc(Cc2nnc3sc(-c4ccc5c(c4)OCCO5)nn23)cc1,?,1.2,?,7
COC1CCCCC1NS(=O)(=O)c1ccccc1 (configuration not stated),-9,1,-2,3
CCCCn1c(CN2CCN(C(=O)OCC)CC2)nc2c1c(=O)[nH]c(=O)n2C,?,1.2,-10,9
COC(=O)C1CN(S(=O)(=O)c2ccc(C)cc2)CCN1S(=O)(=O)c1ccc(C)cc1 (configuration not stated),23,1,-10,11
CCN(CC)C(=O)C1=C(C)Nc2nnnn2C1c1cccnc1 (configuration not stated),-6,0.94,-2,2
O=C(NCc1cccnc1)C1CCCCN1S(=O)(=O)c1ccc(F)cc1 (configuration not stated),6,0.98,-1,5
Cc1ccc(C)c(-n2c(CNC(=O)c3ccco3)nnc2SCC(=O)Nc2nnc(C)s2)c1,-11,1.1,4,1
Cc1ccc(NC(=O)C2CCCN(S(=O)(=O)c3cnc[nH]3)C2)c(Br)c1 (configuration not stated),1,1,-1,6
Cc1cccc(-c2c3c(=O)n(C)c(=O)n(C)c3cn2-c2ccc(O)cc2)c1,12,1.1,-8,8

# As entered above:
# COc1ccccc1-c1nnc(NC(=O)c2ccc(S(=O)(=O)N(C)C)cc2)o1 in LNCaP diff act has 6
# CCN(CC)C(=O)Oc1ccc(NC(C)=O)cc1 in LNCaP diff act has 8

# (continued)
SMILES,VLA-4 antagonist,Jurkat autofluor,VLA-4 agonist,LNCaP diff act
Cc1nnc2n(Cc3ccccc3)c(=O)c3c4c(sc3n12)COC(C(C)C)C4 (configuration not stated),20,0.9,-7,4
Cn1c(SCC(N)=O)nnc1C1CCN(C(=O)NCc2ccccc2)CC1,2,1.1,1,3
CS(=O)(=O)N1CCCC(C(=O)NCCCN2CCc3ccccc3C2)C1 (configuration not stated),-4,1.1,3,9
Cc1cc(SCC(N)=O)nc(SCC(=O)c2ccccc2)n1,-2,1,6,15
COc1ccc(NC(=O)c2oc3ccc(S(=O)(=O)N4CCC5(CC4)OCCO5)cc3c2C)cc1,-10,1.2,-2,6
Cc1cc2n(n1)C(c1ccccc1)Nc1ccccc1-2 (configuration not stated),10,1.1,-12,13
CN(CC(=O)NCCC1=CCCCC1)S(=O)(=O)c1ccc2c(c1)CCC(=O)N2,-9,1,-4,5
CCCCn1c(CN2CCN(c3cccc(Cl)c3)CC2)nc2c1c(=O)[nH]c(=O)n2C,-18,1.2,-9,3
Cc1ccc(C)c(NC(=O)CS(=O)(=O)c2cn(C)c3ccccc23)c1,5,0.97,2,7
Cn1c(=O)n(CC(=O)OCc2ccccc2)c(=O)c2c1nc1n2CCCN1C1CCCCC1,?,1.2,?,12
COc1ccc(Nc2nnc(Cc3ccccc3)c(=O)[nH]2)c(OC)c1,8,1,-7,13
c1nc(N2CCC3(CC2)OCCO3)c2[nH]cnc2n1,?,1.2,?,8
COc1cc(CO)cc(-c2cc(CO)cc(OC)c2OC)c1OC,?,1,?,7
CCOc1ccc(-c2nc(S(=O)(=O)c3ccccc3)c(NCc3cccnc3)o2)cc1,30,1.2,-20,13
CCOC(=O)C1=C(C)Nc2nc(SCC(=O)OC)nn2C1c1cc(F)cc(F)c1 (configuration not stated),-14,1.1,6,20
COc1ccc2[nH]c3c(N4CCN(Cc5ccc6c(c5)OCO6)CC4)ncnc3c2c1,21,1.1,1,.
O=C(Nc1ccc(-c2nc3ccccc3[nH]2)cc1)c1ccco1,?,1.1,?,13
CCOc1ccc2ccccc2c1/C=N/n1cncn1,1,1,-5,7
Cc1noc(C)c1COc1cccc(C(=O)Oc2ccc3c(c2)OCO3)c1,1,1.1,4,20
O=C(c1cccn2c(=O)c3cc(Cl)ccc3nc12)N1CCOCC1,-5,1.1,6,7
CS(=O)(=O)N(CC(=O)N1CCN(c2cccc(Cl)c2)CC1)C1CCCCC1,-14,1.2,0,24
C=CCN1C(=O)C2(/C(=C(\O)c3ccc4c(c3)OCCO4)C(=O)C(=O)N2CCCOC)c2ccccc21 (configuration not stated),-14,1,6,19
CC1CCN(Cc2nc3c(c(=O)n(C)c(=O)n3C)n2Cc2cccc3ccccc23)CC1,-10,1.1,2,5
CCOC(=O)N1CCC(NC(=O)CCS(=O)(=O)c2ccc3c(c2)CCN3C(C)=O)CC1,3,1.1,1,12
CCOC(=O)C1CCN(c2c(N(C)Cc3ccco3)c(=O)c2=O)CC1,6,1,0,8

# Full records as entered above:
# Cc1cc(SCC(N)=O)nc(SCC(=O)c2ccccc2)n1 as listed: VLA-4 antagonist = -2; Jurkat autofluor = 1; VLA-4 agonist = 6; LNCaP diff act = 15
# COc1ccc(NC(=O)c2oc3ccc(S(=O)(=O)N4CCC5(CC4)OCCO5)cc3c2C)cc1 as listed: VLA-4 antagonist = -10; Jurkat autofluor = 1.2; VLA-4 agonist = -2; LNCaP diff act = 6

# Following part
SMILES,VLA-4 antagonist,Jurkat autofluor,VLA-4 agonist,LNCaP diff act
O=C1c2ccccc2C(Nc2ccc3c(c2)OCCO3)N1c1ccc(Cl)cn1 (configuration not stated),7,1.1,-6,4
Cc1ccc(-c2cc(=O)[nH][nH]2)c(C)c1,3,0.95,4,8
COc1ccccc1-n1cnc2cc(C(=O)NCc3ccco3)ccc21,-25,1.1,11,10
CS(=O)(=O)N1CCCC(C(=O)NCc2cccs2)C1 (configuration not stated),-18,0.99,1,4
Cc1cc(NS(=O)(=O)c2ccccc2)n(-c2ccccc2)n1,-22,1.2,4,3
COc1ccc(Cl)cc1N1C(=O)C2CCCN2C1c1ccccc1F (configuration not stated),?,1.2,?,2
CCN(CC)CCOC(=O)c1ccc(N=CC2=C(O)CC(C)(C)CC2=O)cc1,-16,1,8,3
O=C(CN1C(=O)C2CC=C(Cl)CC2C1=O)Nc1ccc(C(=O)O)cc1 (configuration not stated),-10,0.96,-2,11
COc1ccccc1-n1nnnc1SCc1cc2c(cc1Br)OCO2,0,1,-1,17
CCOC(=O)N1CCC(NC(=O)c2cc(C(=O)NCc3ccc(F)cc3)ccc2CO)CC1,-28,1,0,13
O=C(COC(=O)c1cc(S(=O)(=O)N2CCOCC2)ccc1O)NCC1CCCO1 (configuration not stated),-14,1.1,1,3
Cc1cc(C(=O)O)ccc1-n1c(C)ccc1C,-24,1.1,8,6
COc1cc2c(C(=O)NCc3ccc4c(c3)OCO4)cn(C)c(=O)c2cc1OC,?,1.1,?,6
CCOc1ccc(S(=O)(=O)NCc2ccc(F)cc2)c2cccnc12,-10,0.93,1,10
COc1ccccc1NC(=O)N1CCN(c2ccc3nncn3n2)CC1,-9,1,3,15
Cn1c2ccccc2c(=O)n2c(=O)c3ccccc3cc12,1,1,0,2
CCCN1C(=O)c2cc(C(=O)NC3CCCCCC3)ccc2C1O (configuration not stated),-1,1.1,-2,3
Cc1nc2c(-c3ccc(F)cc3)c(C)nn2c(C)c1CCC(=O)NC(C)CCc1ccco1 (configuration not stated),11,1.1,-6,5
CCOC(=O)CSc1nnc(Cc2cc(=O)[nH]c(=O)[nH]2)n1-c1cccc(OC)c1,6,0.97,-2,8
CN(CC(=O)N1CCc2ccccc21)S(=O)(=O)c1cccs1,-10,1,3,0
